Bioassay records deposited in PubChem BioAssay by Sanford-Burnham Center for Chemical Genomics.
UPR CHOP act = activators of apoptotic CHOP UPR arm, primary screen, cell-based, CHO-CHOP luciferase reporter, luminescence, uHTS; activation, % at 10 µM; UPR activation; percent of tunicamycin response over DMSO baseline; actives 0.34% (n = 330,000);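 active = at 10 µM dose, activation of 40% or more, normalized to positive control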;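 note: 100% = tunicamycin at 10 µg/mL and 0% = DMSO alone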
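System: CHO-CHOP luciferase reporter cell line | Buffer or medium: F12 medium containing 10% fetal bovine serum | Doses: One dose, 10 µM in 0.5% DMSO | Times: 6 h compound exposure at 37 °C after overnight seeding | Signal: Luciferase luminescence | Read-out: % activation vs tunicamycin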
697 NFkB inh = inhibitors of PMA/ionomycin-induced NF-kB reporter, 697 cells, primary screen, B-cell NF-kB inhibitor project, cell-based, luminescence, uHTS. 697 B-cell NF-kB luciferase reporter, 16 h. inhibition, % at 4 µM. actives 0.33% (n = 330,000). AID 435022, 2010; in the data active = inhibition above about 35%
tim10-1 inh = growth inhibitors of tim10-1 mutant yeast, primary screen, luminescence, uHTS; S. cerevisiae tim10-1 ts strain growth, BacTiter-Glo, 24 h; inhibition, % at 20 µM; actives 2.2% (n = 330,000); AID 463190, 2010;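 active = inhibition of at least 40%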;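 note: mutant grown at 25 °C; 0% = DMSO wells with yeast and 100% = wells holding no yeast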
XBP1 UPR activ = activators of adaptive XBP1 UPR arm, primary screen, cell-based, CHO-XBP1 luciferase reporter, luminescence, uHTS; actives 0.33% (n = 330,000); AID 463104, 2010; activation, % at 20 µM; IRE1-XBP1 UPR activation; percent of tunicamycin response, DMSO as zero;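 active = versus positive control, 20 µM dose yields 30% or more activation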;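 note: 100% = tunicamycin at 10 µg/mL and 0% = DMSO only wells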
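Assay system: CHO-XBP1 luciferase reporter cells; Schedule: 6 h treatment, 37 °C; Detection: glow luminescence from Steady-Glo reagent; Benchmarks: high control tunicamycin 10 µg/mL final, low control DMSO vehicle only.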
tim23-1 inh = growth inhibitors of tim23-1 mutant yeast, primary screen, luminescence, uHTS | S. cerevisiae tim23-1 growth, BacTiter-Glo luminescence, 24 h | inhibition, % at 20 µM | actives 1.3% (n = 330,000) | AID 463212, 2010;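 active = growth inhibition of the mutant yeast at or above 50%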;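 note: temperature-sensitive mutant grown at 25 °C; plate controls were DMSO-treated mutant yeast for no effect and medium wells lacking yeast for full effect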
Mdm2 MdmX PPI = inhibitors of human Mdm2-MdmX association, primary screen, cell-based, luminescence, split luciferase, SaOS-2, uHTS; inhibition, % at 8 µM; actives 3% (n = 330,000); Protein Mdm4 (Homo sapiens) + E3 ubiquitin-protein ligase Mdm2 (Homo sapiens), …; AID 485346, 2010; SaOS-2 split-luciferase Mdm2/MdmX complementation;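 active = inhibition of at least 50% at 8 µM in the primary screen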
Target sequence (O15151 whole entry, looked up): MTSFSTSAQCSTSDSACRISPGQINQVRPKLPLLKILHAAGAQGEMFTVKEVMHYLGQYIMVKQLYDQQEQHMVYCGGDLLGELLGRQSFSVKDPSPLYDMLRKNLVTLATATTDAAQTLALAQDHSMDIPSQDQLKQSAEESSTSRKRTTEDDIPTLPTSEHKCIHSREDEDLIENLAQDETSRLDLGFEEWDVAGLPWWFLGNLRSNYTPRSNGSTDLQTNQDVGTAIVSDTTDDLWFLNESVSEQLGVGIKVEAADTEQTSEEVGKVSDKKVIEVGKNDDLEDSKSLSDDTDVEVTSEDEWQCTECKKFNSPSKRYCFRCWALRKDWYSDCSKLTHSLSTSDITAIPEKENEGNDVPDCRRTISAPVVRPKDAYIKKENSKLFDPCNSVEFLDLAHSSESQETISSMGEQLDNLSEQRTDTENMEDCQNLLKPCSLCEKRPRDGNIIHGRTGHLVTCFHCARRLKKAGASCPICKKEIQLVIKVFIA
Target sequence (Q00987 whole entry, looked up): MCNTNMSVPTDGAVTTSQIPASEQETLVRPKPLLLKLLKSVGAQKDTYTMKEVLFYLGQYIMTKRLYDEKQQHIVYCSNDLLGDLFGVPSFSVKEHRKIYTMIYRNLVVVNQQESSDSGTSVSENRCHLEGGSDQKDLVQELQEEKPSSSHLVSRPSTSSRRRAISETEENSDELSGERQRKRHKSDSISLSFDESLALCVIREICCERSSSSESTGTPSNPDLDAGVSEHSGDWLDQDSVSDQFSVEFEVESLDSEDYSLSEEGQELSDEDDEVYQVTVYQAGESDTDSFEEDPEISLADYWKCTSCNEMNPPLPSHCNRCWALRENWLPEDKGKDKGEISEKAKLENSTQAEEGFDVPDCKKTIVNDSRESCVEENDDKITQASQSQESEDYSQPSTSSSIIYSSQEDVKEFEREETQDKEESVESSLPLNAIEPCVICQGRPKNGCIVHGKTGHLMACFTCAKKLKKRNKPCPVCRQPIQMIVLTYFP
Jurkat NFkB inh = inhibitors of induced NF-kB luciferase reporter, primary screen, TCR NF-kB activation inhibitor project, cell-based, luminescence, uHTS; Jurkat, PMA/ionomycin-induced NF-kB luciferase reporter; inhibition, % at 4 µM; actives 0.53% (n = 330,000); AID 435003, 2010; in the data active = inhibition above about 50%
TIM10 inh = growth inhibitors of isogenic TIM10 control yeast, primary screen, counter-screen for tim10-1 yeast inhibitor project, luminescence, uHTS; S. cerevisiae TIM10 strain growth, BacTiter-Glo luminescence, 24 h; inhibition, % at 10 µM; actives 1.4% (n = 330,000); AID 463195, 2010;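 active = inhibition of 40% or more at the single tested concentration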;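 note: wild-type TIM10 isogenic control strain grown at permissive 25 °C; 0% = DMSO yeast wells and 100% = minimal medium wells without yeast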
The depositor's hits bear a star. Compounds as they come. Share with any hit: about 6.6%.

SMILES | UPR CHOP act | 697 NFkB inh | tim10-1 inh | XBP1 UPR activ | tim23-1 inh | Mdm2 MdmX PPI | Jurkat NFkB inh | TIM10 inh
O=C1c2cccc3c(N4CCCCC4)ccc(c23)C(=O)N1c1ccccn1 | 0.5 | -14 | 21 | -3 | 25 | 3 | 1 | -1
COC(=O)C1=C(N)N(c2ccccc2F)C2=C(C(=O)CC(C)(C)C2)C1c1ccc(OC)c(OC)c1 (stereo unspecified) | 1.2 | 1 | 22 | -1 | 16 | 2 | 15 | -2
CN(C)CCCN(C(=O)c1ccc([N+](=O)[O-])o1)c1nc2cc3c(cc2s1)OCO3 | 8.8 | 17 | 32 | -2 | 28 | 10 | -15 | 31
CCOC(=O)c1cnc(COc2ccc(OC)cc2)[nH]c1=O | -0.6 | -1 | -12 | -4 | 6 | 9 | 0 | 10
CCCC(O)(CCN1CCCCC1)c1ccc(OCC)cc1 (stereo unspecified) | -1.7 | 25 | 0 | -2 | -6 | 12 | 1 | -2
O=C(NCCCO)c1cc2c(cn1)[nH]c1ccccc12 | 5.1 | -5 | 10 | -2 | 2 | -3 | -27 | 3
COc1cc(C(=O)NCc2cccc3ccccc23)ccc1OCc1ccccc1 | -2.4 | 9 | 24 | -3 | 34 | -20 | -17 | 22
CC1CC(C)(C)CC2(C1)NC(=O)N(CC(=O)N1CCN(S(=O)(=O)c3cccc(F)c3)CC1)C2=O (stereo unspecified) | -1.1 | 2 | -2 | -3 | -4 | -12 | -1 | 7
c1ccc(Cc2nn3c(COc4ccccc4)nnc3s2)cc1 | 2.7 | -6 | 22 | 1 | 36 | -2 | -8 | 6
COc1ccccc1N=c1oc2c(OC)cccc2cc1C(=O)NCc1ccco1 | 76* | -4 | 23 | 69* | 17 | 51* | -5 | 16

Rewritten in CSV form: part of the list above
SMILES,UPR CHOP act,697 NFkB inh,tim10-1 inh,XBP1 UPR activ,tim23-1 inh,Mdm2 MdmX PPI,Jurkat NFkB inh,TIM10 inh
O=C(NCCCO)c1cc2c(cn1)[nH]c1ccccc12,5.1,-5,10,-2,2,-3,-27,3
COc1cc(C(=O)NCc2cccc3ccccc23)ccc1OCc1ccccc1,-2.4,9,24,-3,34,-20,-17,22

Remaining list, next part.
SMILES | UPR CHOP act | 697 NFkB inh | tim10-1 inh | XBP1 UPR activ | tim23-1 inh | Mdm2 MdmX PPI | Jurkat NFkB inh | TIM10 inh
Fc1cccc(Nc2c3c(nc4ccccc24)CCC3)c1 | -1.9 | -11 | 20 | -1 | 7 | 30 | -12 | 3
Fc1ccc(-c2nnn3c2nc(NCc2ccccc2)c2ccccc23)cc1 | 0.0 | -35 | 0 | 1 | 0 | -18 | -29 | -12
COc1ccc(NC(=O)CN2CCC(NC(=O)C3CCCCC3)CC2)c([N+](=O)[O-])c1 | -0.1 | 4 | -10 | 1 | -6 | 16 | 8 | 4
CCOC(=O)c1ccc(NCc2ccncc2)cc1 | -0.2 | -22 | 7 | 1 | -4 | -2 | -15 | 1
Fc1ccccc1/C=N/n1cc(-c2ccccc2)[nH]c1=S | 6.5 | -21 | 38 | 2 | 22 | -21 | -26 | 45*
O=C1Nc2cc(C(=O)N3CCN(c4ccc(F)cc4)CC3)ccc2NC1CSCc1cccc(F)c1 (stereo unspecified) | -0.8 | -7 | -1 | -3 | 14 | -14 | -1 | 6
CC(C)c1ccc(NC(=O)CN2CCN(C(=O)C3CCCO3)CC2)cc1 (stereo unspecified) | 0.0 | 9 | 5 | -3 | 0 | 23 | 6 | 2
Cc1nnc(SCC(=O)Nc2ccc3c(c2)OCCO3)s1 | 1.0 | 5 | -4 | -2 | 9 | -24 | -2 | 6
COC(=O)C(Cc1ccc(O)cc1)NC(=O)C12CC3CC(CC(C3)C1)C2 (stereo unspecified) | 1.0 | 10 | 3 | 6 | 26 | 24 | -5 | 9
CCCCOc1ccc(C(=O)NC)cc1 | 1.1 | -28 | 27 | 6 | 18 | -15 | -20 | 15
COc1nccnc1NS(=O)(=O)c1ccc(N/C=C2\CCCCC2=O)cc1 | 1.2 | 4 | -14 | -1 | -8 | -13 | 18 | 3
COc1ccc(-c2noc(N3CCC(C(=O)Nc4ccccc4F)CC3)n2)cc1 | 0.1 | 24 | 3 | -4 | 1 | -29 | 10 | -7
COC(=O)c1c(-c2ccccc2)noc1-c1ccccc1 | 3.3 | -13 | 4 | 5 | 15 | -4 | -7 | 10
COc1ccc(CN2CCC(C(N)=O)CC2)cc1OCc1ccccc1 | -1.0 | 8 | 6 | -2 | 8 | 16 | -9 | 14
CCOC(=O)c1sc(N(Cc2ccccc2)C(=O)COC(=O)c2ccc(O)cc2)nc1C | 2.2 | 26 | 31 | -6 | 22 | -13 | 27 | 11
COc1ccc(Cl)cc1Nc1nc(-c2sc(NC(=O)c3ccco3)nc2C)cs1 | 0.8 | -6 | 24 | -2 | 32 | 23 | -16 | 7
CCCC(C(=O)NCC1CCCO1)N(C(=O)CNS(=O)(=O)c1ccccc1)c1ccc(F)cc1 (stereo unspecified) | 0.4 | -6 | 1 | -1 | 9 | 27 | -13 | -16
Cc1cccc(/C(N)=N/OC(=O)CCCN2C(=O)c3ccccc3C2=O)c1 | -4.8 | 10 | 15 | -1 | 28 | -4 | 5 | 2
Cc1ccc(C(=O)CSC2=C(C#N)C(c3ccco3)C3=C(CCCC3=O)N2)cc1 (stereo unspecified) | 2.1 | -84 | 38 | 6 | 41 | 46 | 67* | 22
Cc1ccc(-c2nnc(N3CCN(c4ccccn4)CC3)c3ccccc23)cc1 | 2.6 | 5 | 38 | 0 | 65* | 57* | 12 | 48*

Part of the list above in order of formula weight, lowest first:
SMILES | UPR CHOP act | 697 NFkB inh | tim10-1 inh | XBP1 UPR activ | tim23-1 inh | Mdm2 MdmX PPI | Jurkat NFkB inh | TIM10 inh
COC(=O)c1c(-c2ccccc2)noc1-c1ccccc1 | 3.3 | -13 | 4 | 5 | 15 | -4 | -7 | 10
Cc1ccc(-c2nnc(N3CCN(c4ccccn4)CC3)c3ccccc23)cc1 | 2.6 | 5 | 38 | 0 | 65* | 57* | 12 | 48*
COc1nccnc1NS(=O)(=O)c1ccc(N/C=C2\CCCCC2=O)cc1 | 1.2 | 4 | -14 | -1 | -8 | -13 | 18 | 3
COc1ccc(-c2noc(N3CCC(C(=O)Nc4ccccc4F)CC3)n2)cc1 | 0.1 | 24 | 3 | -4 | 1 | -29 | 10 | -7
CCCC(C(=O)NCC1CCCO1)N(C(=O)CNS(=O)(=O)c1ccccc1)c1ccc(F)cc1 (stereo unspecified) | 0.4 | -6 | 1 | -1 | 9 | 27 | -13 | -16

An excerpt of these results, with tabs.
smiles	UPR CHOP act	697 NFkB inh	tim10-1 inh	XBP1 UPR activ	tim23-1 inh	Mdm2 MdmX PPI	Jurkat NFkB inh	TIM10 inh
Cc1nnc(SCC(=O)Nc2ccc3c(c2)OCCO3)s1	1.0	5	-4	-2	9	-24	-2	6
COC(=O)C(Cc1ccc(O)cc1)NC(=O)C12CC3CC(CC(C3)C1)C2 (stereo unspecified)	1.0	10	3	6	26	24	-5	9

(further entries)
SMILES | UPR CHOP act | 697 NFkB inh | tim10-1 inh | XBP1 UPR activ | tim23-1 inh | Mdm2 MdmX PPI | Jurkat NFkB inh | TIM10 inh
O=C(O)CNC(=S)N(Cc1ccco1)Cc1ccccc1Cl | -0.2 | 3 | 7 | 1 | 6 | 18 | -17 | -5
COc1ccccc1C(=O)Nc1cccc(C(=O)c2ccccc2)c1 | 2.9 | -13 | -5 | 0 | 33 | 20 | -14 | -6
COc1ccc(NC(=O)O/N=C2/CCCc3ccc(OC)cc32)cc1 | 1.1 | -75 | 34 | 2 | 15 | 41 | 38 | 22
CCc1ccccc1OCC(=O)Nc1ccc(C)c(S(=O)(=O)N2CCCCCC2)c1 | 0.4 | -5 | 22 | -4 | 30 | 9 | 11 | 16
O=[N+]([O-])c1ccc(Cl)c(S(=O)(=O)n2ccnc2)c1 | 2.4 | 22 | -2 | -2 | 9 | 2 | 1 | -13
Cc1ccccc1Oc1ccc(Oc2ccccc2C)nn1 | 6.8 | -83 | 5 | 5 | 21 | -108 | -81 | 2
Cc1ccc(C)c(NC(=O)C2CCCN(S(=O)(=O)c3cccnc3)C2)c1 (stereo unspecified) | 2.4 | 7 | -1 | -2 | -5 | 16 | -4 | -1
COc1ccc(-n2c3c(cc(C(=O)N4CCCCC4)c2=O)C(=O)CC(C)(C)C3)cc1 | -0.3 | -1 | 14 | -4 | 4 | 19 | -4 | 0
CCOC(=O)Oc1ccc(C(=O)OCCCN(C)C)cc1OC | 4.1 | -15 | 6 | -1 | -1 | 17 | -5 | -6
O=C(c1ccsc1)N1CCCC(Nc2ccc(F)c(F)c2)C1 (stereo unspecified) | -2.0 | -7 | 0 | -4 | 2 | 6 | 1 | 0
O=C1[C@@H]2CSCN2C(=O)CN1Cc1cccc(C(F)(F)F)c1 | -0.5 | 9 | -3 | -1 | 1 | 12 | 7 | -3
COC(=O)[C@]1(C)N[C@H](CN(C)S(=O)(=O)c2ccc(F)cc2)[C@@H]2C(=O)N(Cc3ccccc3)C(=O)[C@@H]21 | -0.5 | 2 | -2 | 1 | -2 | 19 | 9 | 4
Cc1nc2cc(NC(=O)NCCCO)ccc2o1 | -1.2 | -17 | -20 | 1 | 16 | -11 | -17 | -1
CCc1cc(C(=O)NNC(=O)CCN2CCN(c3ccccc3)CC2)sc1C | 1.5 | 18 | -11 | -2 | -4 | 15 | -7 | -12
CC(C)CNC(=S)NC1CC2CCCC(C1)N2C1CCCCC1 (stereo unspecified) | -0.3 | 0 | -16 | 0 | 6 | -6 | 8 | 7
O=C(NCc1ccccn1)c1cc(-c2ccncc2)nc2ccccc12 | 0.8 | 12 | -9 | -2 | 4 | -15 | 13 | 1
CCOC(=O)C1CCN(C(=S)Nc2ccc(C)cc2)CC1 | 2.2 | 6 | 6 | 1 | 7 | 15 | 3 | -2
CCOc1ccc2nc(NC(=O)c3ccco3)sc2c1 | -5.9 | -327 | 21 | -8 | 55* | -92 | -112 | 40
COc1ccccc1-c1nnc(NC(=O)C(C)Sc2nncn2C)s1 (stereo unspecified) | -1.1 | -9 | 9 | 1 | 9 | -16 | 11 | 12
N#Cc1c(NC(=O)c2ccccc2)sc2c1CCCCC2 | -0.5 | -280 | 3 | -6 | 7 | -218 | -179 | 6
Cc1ccc(N2CCN(CC3CC=CCC3)CC2)cc1 (stereo unspecified) | -1.7 | 8 | 10 | 1 | 8 | -25 | -4 | 0
Cc1cc(C)c(N2C(=O)CCCC2=O)c(Cl)c1 | -3.1 | 8 | -9 | -7 | -5 | 24 | -3 | 3
